TRPC4 act = TRPC4 (mouse) channel activation | HEK293 TRPC4beta/mu-opioid, Fluo4 calcium fluorescence; active compounds read high | B-score at 10 µM | 310,000 tested, 0.49% active | AID 2237;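 active = B-score above 5 SD of library B-scores, and initial fluorescence ratio not above library mean plus 5 SD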;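 also: positive B-score marks a calcium rise read as TRPC4 activation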
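Incubation: 45 min room-temperature Fluo4 loading, 110 s read / System: HEK293 cells stably co-expressing mouse TRPC4beta and mu-opioid receptor / Signal: Fluo4 fluorescence, kinetic / Control set: buffer (low) and maximal DAMGO (high) / Measure: integrated baseline-normalised fluorescence ratio, converted to per-well B score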
ANO1 activ = activators or potentiators of mouse TMEM16A chloride channel; 340,000 tested, 0.3% active; B-score at 10 µM; Q8BHY3; HEK293 TMEM16A/YFP-H148Q/I152L, iodide quench fluorescence; active compounds read low;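 active = fluorescence-ratio B-score plate-corrected deviation score at least 3 library SD below zero, with starting fluorescence score within 5 deviations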;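 also: channel opened by trigger with iodide after compound preincubation; score built on the fluorescence ratio of max minus min over baseline; more negative score means more quench and so TMEM16A activation or potentiation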
TRPC6 inhibitor = mouse TRPC6 channel inhibition; 310,000 tested, 1.1% active; AID 2553; HEK293-TRPC6, membrane potential dye, ACh-evoked depolarization; active compounds read low; B-score at 10 µM; Q61143;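 active = B-score under library mean minus 3 SD, initial fluorescence not abnormally high, positive integrated signal ratio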;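 also: B-score derived from integrated fluorescence ratio over the kinetic read; more negative B-score means stronger inhibition of depolarization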
TRPC4 PAM = allosteric potentiators of mouse TRPC4 channel. 310,000 tested, 0.42% active. Q9QUQ5. AID 2227. B-score at 10 µM. HEK293 TRPC4beta/mu-opioid, DAMGO EC20, Fluo-4 Ca2+ flux; active compounds read high;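 active = B-score of calcium response area above 5 SD of library B-scores, with initial fluorescence ratio within 5 SD of library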;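 also: B-score of integrated fluorescence ratio over time as area under calcium response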
TRPC4 block = inhibitors of mouse TRPC4 channel. Q9QUQ5. B-score at 10 µM. 300,000 tested, 0.39% active. HEK293 TRPC4beta/mu-opioid, DAMGO-evoked Fluo4 calcium flux; active compounds read low;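 active = B-score over 3 SD under the library average, no early fluorescence shift, positive overall ratio signal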
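Signal: kinetic Fluo4 fluorescence imaging of calcium influx. Material: stable TRPC4beta/mu-opioid receptor HEK293 cells. Probe or stimulus: DAMGO in two steps, submaximal then maximal.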
MrgX1 agonist = agonists of human MrgX1 receptor; Q96LB2; MrgX1-HEK293 cells, Fluo-4 calcium fluorescence, agonist mode; active compounds read high; B-score at 10 µM; 310,000 tested, 0.44% active; AID 588627;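 active = calcium response B-score plate-corrected fluorescence ratio at least 3 library SD, with starting fluorescence B-score inside 5 SD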
Target sequence (Q96LB2 whole entry, looked up): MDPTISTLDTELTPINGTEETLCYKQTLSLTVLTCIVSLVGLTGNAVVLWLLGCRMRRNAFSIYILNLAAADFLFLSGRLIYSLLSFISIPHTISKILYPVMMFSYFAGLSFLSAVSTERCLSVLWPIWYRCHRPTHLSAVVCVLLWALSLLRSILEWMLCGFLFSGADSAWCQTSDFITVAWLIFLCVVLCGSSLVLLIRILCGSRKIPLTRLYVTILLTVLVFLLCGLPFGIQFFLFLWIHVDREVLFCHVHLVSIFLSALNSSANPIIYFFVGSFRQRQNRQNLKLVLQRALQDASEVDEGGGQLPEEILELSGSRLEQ
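Assay system: stable human MrgX1 HEK293 cell line. Quantity: 15,000 cells per well. Schedule: cells plated overnight, dye loaded 0.5 h 37 °C, 0.5 h room temperature. Detection: Fluo-4 NW calcium-flux fluorescence, kinetic read. Read-out basis: peak-minus-minimum fluorescence over baseline, converted to B scores. Control set: positive and negative control wells on each plate.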
MrgX1 allo act = allosterically activates human MrgX1 receptor signaling | 310,000 tested, 0.63% active | B-score at 10 µM | AID 588675 | MrgX1-HEK293, Fluo-4 calcium flux, FDSS; active compounds read high;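 active = plate-corrected calcium response at least 3 library SD above typical, normal starting fluorescence, not activating the receptor alone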;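 also: compound read alongside a low EC10 to EC30 dose of BAM8-22 agonist; peak minus trough fluorescence over baseline measured at the second addition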
TRPC6 act = activators of mouse TRPC6 channel; HEK293-TRPC6 membrane potential dye fluorescence; active compounds read high; B-score at 10 µM; 310,000 tested, 0.13% active;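 active = B-score of the integrated fluorescence ratio above library mean plus 3 SD, and starting fluorescence ratio within library mean plus 5 SD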;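 also: higher score means more depolarization so channel activation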
RGS4 block = inhibitors of human RGS4; P49798; HEK293 M3R/RGS4 inducible, Fluo-4 calcium flux; active compounds read high; triggered by carbachol at its EC20; B-score at 10 µM; 310,000 tested, 0.45% active; AID 463165;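 active = B-score, a plate-corrected calcium signal, over three deviations above library mean, with baseline fluorescence within five deviations of library mean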;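 also: RGS4 expression induced by doxycycline in cells with stable M3 receptor; B-score is computed from the integrated fluorescence ratio over baseline after carbachol; higher B-score means a larger calcium signal and so more RGS4 inhibition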
Target sequence (P49798 whole entry, looked up): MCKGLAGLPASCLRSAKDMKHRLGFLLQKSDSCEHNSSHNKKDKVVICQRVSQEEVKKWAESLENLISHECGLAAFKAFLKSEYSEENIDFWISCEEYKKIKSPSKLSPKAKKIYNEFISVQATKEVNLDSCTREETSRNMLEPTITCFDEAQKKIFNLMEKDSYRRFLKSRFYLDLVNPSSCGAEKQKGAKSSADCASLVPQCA
TMEM16A inh = inhibitors of mouse TMEM16A calcium-activated chloride channel. normalized B-score (activity score, 25-100; higher = stronger inhibition) at 10 µM. 310,000 tested, 1.2% active. AID 588511. Q8BHY3. HEK293 TMEM16A/YFP iodide influx fluorescence, ionomycin;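 active = ratio plate-corrected score three or more library SD toward inhibition, starting fluorescence score within five deviations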;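 also: score derived from kinetic fluorescence span divided by baseline fluorescence per well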
MrgX1 antag = human MrgX1 receptor antagonism, primary screen; Q96LB2; 310,000 tested, 1.3% active; MRGX1-HEK293 calcium flux, Fluo-4, BAM8-22 antagonism; active compounds read low; B-score at 10 µM;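 active = calcium-response B-score plate-corrected more than 3 library SD below zero, starting fluorescence within 5 deviations, no agonist response on first addition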;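 also: peak minus trough fluorescence over baseline after final BAM8-22 challenge near maximal dose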
An asterisk follows results filed as active; i = inactive; · = no result given.

SMILES	TRPC4 act	ANO1 activ	TRPC6 inhibitor	TRPC4 PAM	TRPC4 block	MrgX1 agonist	MrgX1 allo act	TRPC6 act	RGS4 block	TMEM16A inh	MrgX1 antag
Cc1nnc(NC(=O)c2ccc3c(c2)C(=O)N(CC2CCCO2)C3=O)s1 (configuration not stated)	i	i	i	i	i	i	i	i	i	i	i
Cc1ccc(C(C)CCN2CCC(n3nccc3NC(=O)c3ccccc3)CC2)o1 (configuration not stated)	i	i	i	i	i	i	i	i	i	i	i
CCn1c(=O)c(C(=O)NNC(=O)c2cccc(Cl)c2)c(O)c2ccccc21	i	i	i	i	i	i	i	i	i	i	i
CCn1c(C)nc2cc(C(=O)OC(C(F)(F)C(F)F)C(F)(F)C(F)F)ccc21	i	i	i	i	i	i	i	i	i	i	i
C#CCOCCOCCOCCNc1nc(N2CCN(C(=O)[C@H](CCC(=O)O)n3cc(C(N)[C@H](C)CC)nn3)CC2)nc(N2CCN(C(=O)[C@H](CCC(=O)O)n3cc(C(N)[C@H](C)CC)nn3)CC2)n1 (some centres not stated)	i	i	i	i	i	i	i	i	i	i	i
O=C(O)CCN1C(=O)c2ccc(NC(=O)COc3ccccc3)cc2C1=O	i	i	i	i	i	i	i	i	i	i	i
Cc1ccc(C)c(N2CCN(C(=O)c3ccc4nc(-c5ccco5)c(-c5ccco5)nc4c3)CC2)c1	i	i	i	i	i	i	i	i	i	i	i
Cc1nc(C)c(C(=O)NNC(=O)c2ccc(Br)cc2)s1	i	i	i	i	i	i	i	i	i	i	i
CCc1ccccc1N(CC(=O)NCCSCc1ccco1)S(C)(=O)=O	i	i	i	i	i	i	i	i	i	i	i
CC(C)CCNC(=O)COc1cccc2c1OC(C)(C)C2	i	i	i	i	i	i	i	i	i	i	i
Cc1cc(OCC(=O)C(C)(C)C)c2c(-c3ccccc3)cc(=O)oc2c1	i	i	i	i	i	i	i	i	i	i	i
O=S(=O)(c1ccccc1)c1cnc2ccccc2c1	i	i	i	i	i	i	i	i	i	i	i
CC(C)Sc1nnc(Cn2c(=O)sc3ccccc32)n1-c1ccccc1	i	i	i	i	i	i	i	i	i	i	i
Cc1ccccc1OCCCN1CCCC1	i	i	i	i	i	i	i	i	i	i	-7.2*
CN(CC1COc2ccccc2O1)C(=O)c1ccc(N(C)C)cc1 (configuration not stated)	i	i	i	i	i	i	i	i	i	i	i
Cc1c(C(=O)N2CCC[C@H]2C(N)=O)oc2c(F)cccc12	i	i	i	i	i	i	i	i	i	i	i
Clc1cccc(Cl)c1C[n+]1cccc2ccccc21	i	i	i	i	i	i	i	i	i	i	i
Cc1cccc(-c2nnc3sc(-c4ccccc4)nn23)c1	i	i	i	i	i	i	i	i	i	i	i
COc1ccc(-c2n[nH]c(=S)n2/N=C/c2cccn2C)cc1	i	i	i	i	i	i	i	i	i	i	i
CC(C)NCC(=O)NC12CC3CC(CC(C3)C1)C2	i	i	i	i	i	i	i	i	i	i	i
CCn1nc(C)c(/C=N/NC(=O)Cn2cncn2)c1C	i	i	i	i	i	i	i	i	i	i	i
Cc1cc(C)nc(N(C#N)S(=O)(=O)c2ccccc2Cl)n1	i	i	i	i	i	i	i	i	i	i	i
Cc1onc(-c2ccccc2)c1C(=O)NNC(=S)NC(=O)/C=C/c1ccccc1	59*	i	i	i	-7*	95*	i	i	i	i	i
COc1ccc(OC)c(NC(=O)CSc2nnc(C3CCCCC3)n2-c2ccccc2)c1	i	i	i	i	i	i	i	i	i	i	i
CN1CCc2c(sc(/N=C/c3ccco3)c2C(N)=O)C1	i	i	i	i	i	i	i	i	i	i	i
Cc1cccc(-c2ocnc2C(=O)Nc2ccccc2C(=O)N2CCCC2)c1	i	i	i	i	i	i	i	i	i	i	i
COc1ccc(S(=O)(=O)N(CC(=O)NCc2cccnc2)C2CCCCC2)cc1OC	i	i	i	i	i	i	i	i	i	i	i
Cc1c(-c2ccccc2)nc2ccccc2c1C(=O)Nc1ccncc1	i	i	i	i	i	i	i	i	i	i	i
O=c1cc(CSc2ccc(Cl)cc2)nc(N2CCCCC2)[nH]1	i	i	i	i	i	i	i	i	i	i	-7.1*
O=C(O)/C=C\C(=O)Nc1ccc(N2CCN(c3ccc(F)cc3)CC2)cc1	i	i	i	i	i	i	i	i	i	i	i
CC1CCCCN1C(=O)Cc1ccc(F)cc1 (configuration not stated)	i	i	i	i	i	i	i	i	i	i	i
O=C(CSc1ccc(-c2cccs2)nn1)Nc1ccccc1F	i	i	i	i	i	i	i	i	i	i	i
CC(=O)c1c(N)c(C#N)c(C)n1-c1ccc(Br)cc1	i	i	i	i	·	i	i	i	i	i	i
Oc1ccc(C=NC2CCCCC2)cc1	i	i	i	i	i	i	i	i	i	i	i
O=C(NCC1CCCO1)c1cc(-c2ccccc2)nc2ccccc12 (configuration not stated)	i	i	i	i	i	i	i	i	i	i	i
CCN1CCN(c2ncc(C(=O)Nc3ccccc3C(=O)OC)c3ccccc23)CC1	i	i	i	i	i	i	i	i	i	i	i
Cn1c(SCC(=O)C(C)(C)C)nnc1-c1cccnc1	i	i	i	i	i	i	i	i	i	i	i
COc1ccc(-c2cn(-c3ccc(Cl)cc3)c3[n+]2CCCCC3)cc1	i	i	i	i	i	i	i	i	i	i	i
O=C(C1CCC1)N1CCN(c2cccc(C(F)(F)F)c2)CC1	i	i	i	i	i	i	i	i	i	i	i
CC(NC(=O)c1cc(COc2ccccc2)on1)c1nccs1 (configuration not stated)	i	i	i	i	i	i	i	i	i	i	i
COC(=O)Nc1sc(C(=O)N(C)C)c(C)c1C(=O)OC	i	i	i	i	i	i	i	i	i	i	i
Cc1ccc(NC(=O)COC(=O)c2cccnc2)cc1	i	i	i	i	i	i	i	i	i	i	i
COc1ccc(NC(=O)CN(C)C(=O)CNC(=O)Cc2cccc3ccccc23)cc1	i	i	i	i	i	i	i	i	i	i	i
COc1ccc(C(CNC(=O)c2ccc(S(=O)(=O)N(C)C)cc2)N(C)C)cc1 (configuration not stated)	242*	i	i	i	i	i	i	i	i	i	i
CCC(C(=O)OCC(=O)Nc1cccc(OC)c1)c1ccccc1 (configuration not stated)	i	i	i	i	i	i	i	i	i	i	i
N#C/C(=C\C1=C(N2CCOCC2)C(=C/c2cccc([N+](=O)[O-])c2)/CC1)C(=O)Nc1ccccc1F	·	i	·	·	·	i	i	·	·	i	i
CC(C(=O)Nc1ccc(F)c(F)c1F)N(C)CCOc1ccccc1 (configuration not stated)	i	i	i	i	i	i	i	i	i	i	i
O=C(Oc1c(-c2ccccc2)c(=O)n2c3c(cccc13)CC2)c1ccc(F)cc1	i	i	i	i	i	i	i	i	i	i	i
Cc1ccc(C(C(=O)NC2CCCC2)N(C(=O)c2csnn2)c2ccccc2)o1 (configuration not stated)	i	i	i	i	i	i	i	i	i	i	i
Cc1c(CCC(=O)O)c(=O)oc2cc(OCc3cccc(Cl)c3)ccc12	i	i	i	i	i	i	i	i	i	i	i
Cc1cc(Oc2ccc(=O)n(C)n2)nc(=S)[nH]1	i	·	i	i	i	i	i	i	i	i	i
O=C(CN1CCN(S(=O)(=O)c2ccc(Br)cc2)CC1)c1ccc(O)c(O)c1	i	i	i	i	i	i	i	i	i	i	i
COCCNC(=O)C(OC(=O)CC1Sc2ccccc2NC1=O)c1ccncc1 (configuration not stated)	i	i	i	i	i	i	i	i	i	i	i
CN=C1SC(CC(=O)Nc2sc3c(c2C#N)CCCC3)C(=O)N1C (configuration not stated)	i	i	i	i	i	i	i	i	i	i	i
O=C(CCc1c[nH]c2ccccc12)OCC(=O)N1CCN(S(=O)(=O)c2ccccc2)CC1	i	i	i	i	i	i	i	i	i	i	i
Cc1cccc(OCCCCc2c(C)n[nH]c2C)c1	i	i	i	i	i	i	i	i	i	i	i
CC1CCCC(C)N1/N=C/c1ccccc1OC(F)F (configuration not stated)	i	i	i	i	i	i	i	i	i	i	i
CC1CC(=S)Nc2ccccc2N1Cc1ccccc1 (configuration not stated)	i	i	i	i	i	i	i	i	i	i	i
CC(C(=O)N1CCc2ccccc2C1)N1C(=O)c2ccccc2C1=O (configuration not stated)	i	i	i	i	i	i	i	i	i	i	i
COc1cccc2cc(C(=O)N3CCN(C(=O)c4ccco4)CC3)c(=O)oc12	i	i	i	i	i	i	i	i	i	i	i
(listing goes on)
SMILES	TRPC4 act	ANO1 activ	TRPC6 inhibitor	TRPC4 PAM	TRPC4 block	MrgX1 agonist	MrgX1 allo act	TRPC6 act	RGS4 block	TMEM16A inh	MrgX1 antag
COc1cc(NC(=O)c2cccc(Br)c2)nc(OC)n1	i	i	i	i	i	i	i	i	i	i	i
CC(=O)OCC(=O)[C@H]1CC[C@H]2[C@@H]3CCC4=CC(=O)CC[C@]4(C)[C@H]3CC[C@]12C	i	-5.8*	i	i	i	i	i	i	i	i	i
CCN1CCN(CCCNC(=O)c2ccc3c(Cl)c4c(nc3c2)CCCC4)CC1	i	i	i	i	i	i	i	i	i	i	i
O=C1CSC(=S)N1c1cccc(Br)c1	i	i	i	i	i	i	i	i	i	i	i
Cc1nc(N)sc1N=Nc1ccc(F)cc1	i	i	i	i	i	i	i	i	i	i	i
O=C(N(c1ccccc1)c1ccccc1)n1ccnc1	i	i	i	i	i	i	i	i	i	i	i
O=c1c2[nH]c3ccccc3c2ncn1Cc1ccccn1	i	i	i	i	i	i	i	i	i	i	i
Cc1ccc(-c2nnc(Nc3cccc(O)c3)c3ccccc23)cc1S(=O)(=O)NCCO	i	i	i	i	i	i	i	i	i	i	i
CCN(CC)C(=O)C(=O)N/N=C/c1ccc(C(=O)OC)cc1	i	i	i	i	i	i	i	i	i	i	i
O=C(O)Cn1c(=O)n(Cc2ccccc2)c2ccccc21	i	i	i	i	i	i	i	i	i	i	i

Screening results deposited in PubChem BioAssay by Johns Hopkins Ion Channel Center.

Not a hit list (roughly 5.8% active in at least one column).
